Apoferritin bind: candidate novel general anesthetic via apoferritin binding. P02791. apoferritin/1-aminoanthracene competitive binding, fluorescence. Potency, µM (titrated, usually from 77.5 µM), without a hit: at the highest dose activity change, negative = displacement, usual class: inhibitors. 350,000 tested, 0.074% active. AID 485281; note: % is set by controls: 0 for no effect and ±100 for the full control effect; nearly all actives have a fitted effect of over 20% in size
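Horse-spleen apoferritin (10 uM) in 50% saturated 1-aminoanthracene in PBS was incubated 10 min at room temperature with compound. Fluorescence (ex 380, em 535 nm) was normalized to free and bound 1-AMA, with concentration-response fitted by a four-parameter Hill equation.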
Pol iota inh: blocks human DNA polymerase iota activity; Potency, µM (highest dose often 115 µM), without a hit: top-dose activity, negative = inhibition, actives largely listed as inhibitors; 390,000 tested, 1% active; Pol iota fluorescent replication assay, 10 min; Q9UNA4
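Pol iota at 10 nM preincubated 15 min with compounds at room temperature; reaction started with fluorescent substrate, 50 nM final. Fluorescence read kinetically at 0 and 10 min; buffer-only wells as negative control.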
Pol beta inh: blocks human DNA polymerase beta activity; P06746; Pol beta primer extension/strand displacement, fluorescence kinetic; Potency, µM (titrated, usually from 114 µM), inactives show at the top dose activity change, negative = inhibition, usual class: inhibitors; 340,000 tested, 1.3% active; note: % is set by controls: 0 for no effect and ±100 for the full control effect
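Reaction started by 50 nM substrate onto compound-treated Pol beta (10 nM, 15 min preincubation, room temperature); plates read at 0 min and 10 min. Normalized concentration-effect data fitted by four-parameter Hill equation.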
G9a inh: blocks human histone lysine methyltransferase G9a | G9a H3K9 monomethylation, AlphaScreen, 2 h | Potency, µM (titrated, usually from 102 µM), without a hit: at the highest dose activity, negative = inhibition, most hits filed as inhibitors | 350,000 tested, 8.8% active | Q96KQ7; note: % is set by controls: 0 for no effect and ±100 for the full control effect; nearly all actives have a fitted effect of over 75% in size
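Using a bead-based AlphaScreen, monomethylated H3K9 product from 2 h room-temperature reactions (G9a 20 nM, peptide 500 nM, SAM 20 uM) was detected with 0.5 ug/mL rabbit anti-H3K9me1 antibody.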
Pol eta inh: inhibitors of human DNA polymerase eta; recombinant Pol eta, fluorescent DNA replication assay; Potency, µM (series often up to 114 µM), for inactives: top-dose activity change, negative = inhibition, actives largely listed as inhibitors; 390,000 tested, 1.2% active; AID 588591; Q9Y253; note: % is set by controls: 0 for no effect and ±100 for the full control effect
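Pol eta (10 nM) was preincubated with compounds for 15 min at room temperature, after which fluorescent replication substrate (50 nM final) was added to start the reaction. Fluorescence was read kinetically at 0 and 10 min.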
POLK inh: blocks human DNA polymerase kappa activity | Q9UBT6 | purified Pol kappa, fluorescent DNA synthesis assay, 10 min | Potency, µM (top dose mostly 107 µM), for the others: top-dose activity, negative = inhibition, hits mostly inhibitors | 400,000 tested, 0.53% active | AID 588579; note: % is set by controls: 0 for no effect and ±100 for the full control effect
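Readout: fluorescence, taken kinetically at 0 and 10 min. Conditions: 10 nM Pol kappa, 15 min RT compound preincubation, 50 nM substrate final. Controls: enzyme-free buffer wells.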
APE1 inh: inhibitors of human APE1 endonuclease. recombinant APE1, TAMRA/BHQ-2 abasic DNA cleavage fluorescence. Potency, µM (highest dose often 65.8 µM), without a hit: top-dose activity change, negative = inhibition, actives largely listed as inhibitors. 350,000 tested, 0.35% active;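 note: plate controls were vehicle for no effect and reference inhibitor for full effect; nearly all actives have a fitted effect of over 55% in size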
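Quantitative HTS: incision of a TAMRA/BHQ-2 double-stranded substrate bearing a tetrahydrofuran abasic site by 0.75 nM APE1 raises fluorescence. Substrate 50 nM final, added after 15 min compound preincubation at room temperature; progress as third-minus-first kinetic read difference.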
BLM inh: inhibitors of human Bloom syndrome helicase BLM; P54132; recombinant BLM DNA unwinding, fluorescence dequenching; Potency, µM (series often up to 56.1 µM), inactives show top-dose activity change, negative = inhibition, most hits filed as inhibitors; 350,000 tested, 0.2% active; AID 2528;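 note: plate controls were vehicle for no effect and no enzyme for full effect; nearly all actives have a fitted effect of over 35% in size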
BAZ2B block: inhibitors of human BAZ2B bromodomain; AlphaScreen BAZ2B-H3K14Ac peptide displacement; Q9UIF8; Potency, µM (series often up to 114 µM), for inactives: top-dose activity change, negative = inhibition, hits mostly inhibitors; AID 504333; 360,000 tested, 4.4% active; note: % is set by controls: 0 for no effect and ±100 for the full control effect; nearly all actives have a fitted effect of over 60% in size
Target sequence (Q9UIF8 whole entry, looked up): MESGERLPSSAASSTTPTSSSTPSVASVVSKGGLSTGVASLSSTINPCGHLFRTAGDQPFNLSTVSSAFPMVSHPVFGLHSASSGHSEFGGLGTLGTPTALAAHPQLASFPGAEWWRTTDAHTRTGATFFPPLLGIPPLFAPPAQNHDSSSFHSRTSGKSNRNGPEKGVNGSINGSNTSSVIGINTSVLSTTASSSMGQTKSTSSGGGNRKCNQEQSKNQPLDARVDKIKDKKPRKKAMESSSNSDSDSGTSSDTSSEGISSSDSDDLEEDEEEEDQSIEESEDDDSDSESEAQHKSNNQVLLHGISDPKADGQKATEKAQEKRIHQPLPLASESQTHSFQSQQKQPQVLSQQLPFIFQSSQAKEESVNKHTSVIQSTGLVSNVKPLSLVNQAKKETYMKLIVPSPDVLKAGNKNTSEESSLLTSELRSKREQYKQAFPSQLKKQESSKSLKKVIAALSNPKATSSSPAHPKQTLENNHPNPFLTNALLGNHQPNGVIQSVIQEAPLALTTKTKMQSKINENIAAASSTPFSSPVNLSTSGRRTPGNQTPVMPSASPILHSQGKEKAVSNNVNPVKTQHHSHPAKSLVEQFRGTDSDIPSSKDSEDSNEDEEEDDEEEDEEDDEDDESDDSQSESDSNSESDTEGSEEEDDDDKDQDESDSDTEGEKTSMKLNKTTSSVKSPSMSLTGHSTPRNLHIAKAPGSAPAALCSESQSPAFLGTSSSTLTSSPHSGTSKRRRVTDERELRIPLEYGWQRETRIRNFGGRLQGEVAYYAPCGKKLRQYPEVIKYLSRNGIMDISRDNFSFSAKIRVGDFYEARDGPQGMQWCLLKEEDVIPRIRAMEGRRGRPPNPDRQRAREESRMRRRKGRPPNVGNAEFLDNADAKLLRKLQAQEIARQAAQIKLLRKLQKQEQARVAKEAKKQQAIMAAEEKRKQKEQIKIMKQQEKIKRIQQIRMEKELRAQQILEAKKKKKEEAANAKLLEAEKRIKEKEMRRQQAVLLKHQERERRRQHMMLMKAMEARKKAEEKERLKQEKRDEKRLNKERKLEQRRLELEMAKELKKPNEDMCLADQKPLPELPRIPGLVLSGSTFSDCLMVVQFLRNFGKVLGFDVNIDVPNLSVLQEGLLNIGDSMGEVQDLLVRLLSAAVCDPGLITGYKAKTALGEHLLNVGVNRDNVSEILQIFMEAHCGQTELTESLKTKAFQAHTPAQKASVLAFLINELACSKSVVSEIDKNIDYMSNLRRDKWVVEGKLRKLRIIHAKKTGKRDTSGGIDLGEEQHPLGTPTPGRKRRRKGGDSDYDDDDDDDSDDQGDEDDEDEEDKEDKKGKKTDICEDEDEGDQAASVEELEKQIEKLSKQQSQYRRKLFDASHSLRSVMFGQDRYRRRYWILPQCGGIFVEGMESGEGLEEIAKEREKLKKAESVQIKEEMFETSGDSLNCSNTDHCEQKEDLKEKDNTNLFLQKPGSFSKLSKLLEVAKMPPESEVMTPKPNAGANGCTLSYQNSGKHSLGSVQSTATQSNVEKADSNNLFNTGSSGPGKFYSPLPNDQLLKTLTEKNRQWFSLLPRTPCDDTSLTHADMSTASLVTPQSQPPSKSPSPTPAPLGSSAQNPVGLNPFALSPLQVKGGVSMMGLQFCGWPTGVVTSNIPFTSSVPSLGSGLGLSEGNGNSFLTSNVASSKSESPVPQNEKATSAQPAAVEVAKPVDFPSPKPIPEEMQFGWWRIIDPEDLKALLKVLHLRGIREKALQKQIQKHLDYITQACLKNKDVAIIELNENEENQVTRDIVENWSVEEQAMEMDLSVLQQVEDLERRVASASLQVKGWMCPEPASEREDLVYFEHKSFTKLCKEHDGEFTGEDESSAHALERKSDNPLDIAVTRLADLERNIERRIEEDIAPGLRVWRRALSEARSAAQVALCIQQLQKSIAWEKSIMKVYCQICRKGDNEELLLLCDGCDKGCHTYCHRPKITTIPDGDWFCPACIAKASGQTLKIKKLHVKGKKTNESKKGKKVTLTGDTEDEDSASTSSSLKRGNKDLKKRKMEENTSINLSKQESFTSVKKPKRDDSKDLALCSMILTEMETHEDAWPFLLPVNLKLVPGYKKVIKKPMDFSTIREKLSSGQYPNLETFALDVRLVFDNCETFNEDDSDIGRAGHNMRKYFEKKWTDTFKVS
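Multi-concentration screen (max 110 uM) measuring displacement of acetylated histone H3 peptide from BAZ2B by AlphaScreen, using 50 nM protein, 50 nM peptide and 10 ug/mL streptavidin donor plus Ni-chelate acceptor beads.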
* = called active by the depositor; ? = inconclusive; . = no result given; & = joins results of further samples; ! = not active in a repeat; [ ] = remark or other dose. Calls come from the whole dose curve; as a rule, active = well fitted curve in the direction sought with a large enough effect; inconclusive = small, poorly fitted or top-dose-only effect, or another doubt; inactive = no such curve, though single readings can be large; an effect the other way counts as inactive or inconclusive. Potency is the fitted concentration of half-maximal effect. A portion of the library; rates above refer to the full screens.

The line under a structure holds: Apoferritin bind	Pol iota inh	Pol beta inh	G9a inh	Pol eta inh	POLK inh	APE1 inh	BLM inh	BAZ2B block
> CCCCN1CC(COc2ccccc2)OC1=O (configuration not stated)
    -20%	13%	-23%	4%[59 µM]	8%	-8%[60.1 µM]	-8%	3%	15%
> COc1ccc(S(=O)(=O)N2CCN(C(=O)CN3C(=O)NC(C)(C)C3=O)CC2)cc1
    .	-19%	.	-8%[12.7 µM]	0%	-14%	17%	.	-4%
> COc1ccccc1/C=N/NC(=O)c1ccc(=O)n(C)c1
    -5%	9%	-3%	?	-6%	-12%	19%	0%	11%
> Cn1ccnc1SCC(=O)Nc1ccc(SC(F)F)cc1
    .	22%	.	.	-20%	9%	-6%	.	.
> CCCSc1nnc(Cn2c(=O)sc3ccccc32)n1-c1ccccc1
    -12%	23%	3%	?	-26%	-3%	8%	-3%	11%
> O=c1c(-c2ccc(F)cc2)nc2cnc(N3CCOCC3)nc2n1Cc1cccs1
    .	.	.	3%[0.501 µM]	.	1%[60.1 µM]	3%	2%	.
> CCC(=O)N(CCC1(c2ccccc2OC)CCOC(C(C)C)C1)Cc1ccco1 (configuration not stated)
    -11%	45%[activator]	18%	0%	-10%	-14%	1%	-9%	-39%
> O=C(O)CCC(=O)Nc1nc2nc(-c3ccccc3)cc(-c3ccccc3)n2n1
    -6%	-2%	0%	.	0%	-13%	25%	-1%	5%
> CCN(CC)C(=O)[C@H]1CC(CC(=O)NCCN2CCOCC2)C(=O)N2CCc3c([nH]c4ccccc34)[C@]12C (some centres not stated)
    .	-18%	.	.	-1%	-20%	5%	.	.
> Cc1c(C#N)c(O)[nH]c(=O)c1N=Nc1ccc(Br)cc1C(=O)O
    -4%	-2%	-3%	45µM*	?	-6%	-5%	-6%	?
> COc1ccc2sc(-c3ccc(N(C)C)cc3)c(C#CCO)c2c1
    .	-30%	.	8%[0.501 µM]	-19%	-16%	-14%	.	89µM*
> CSc1nc(Cl)c(Cc2ccc(OCC(C)C)cc2)c(N2CCOCC2)n1
    -12%	18%	30%	-10%	-19%	1%[60.1 µM]	3%	-3%	19%
> COC(=O)CN(C(=S)Nc1ccc(F)cc1)C1CC(=O)N(c2ccccc2)C1=O (configuration not stated)
    -4%	-4%	24%	-13%[59 µM]	-14%	-11%	10%	0%	9%
> COc1ccc(NC(=S)Nc2cc(C)cc(C)n2)cc1OC
    -3%	23%	-3%[57.1 µM]	-13%	?	-12%	4%	-11%	-8%
> CCOC(=O)C1CCN(Cc2nc3ccc([N+](=O)[O-])cc3c(=O)n2-c2ccc(OC)cc2OC)CC1
    -19%	8%	-8%	32µM*	-5%	6%	-4%	-4%	-38%
> Cc1cccc(N2CCN(C(c3ccccc3)c3nnnn3C(C)(C)C)CC2)c1C (configuration not stated)
    -5%	29%	21%	12%[59 µM]	-16%	6%	11%	-11%	-3%
> COc1cccc(C(=O)N2C(C(=O)O)CSC2c2ccccc2Cl)c1 (configuration not stated)
    6%	12%	-3%	0%[59 µM]	-3%	-11%	5%	0%	5%
> O=C(NCC(c1ccco1)N1CCCCC1)c1ccc([N+](=O)[O-])s1 (configuration not stated)
    .	2%	.	.	-3%	-19%	-15%	.	.
> COc1ccc(-c2n[nH]c(C)c2-c2cnn(-c3ccccc3)c2)c(O)c1
    1%	6%	4%	13%[59 µM]	-17%	-12%	4%	-8%	?
> CCc1ccccc1N(CC(=O)N1CCCCC1)S(=O)(=O)c1ccccc1
    -8%	130%[activator]	-11%	1%	-24%	-13%	44%	-1%	0%
> COc1cc2c(cc1OC)C(c1ccsc1)CC(=O)N2 (configuration not stated)
    -16%	-2%	17%	-24%[12.7 µM]	-6%	-17%	1%	1%	-19%
> Cc1cccc(N(CC(=O)N2CCOCC2)S(C)(=O)=O)c1C
    6%	27%	3%	11%[59 µM]	-16%	0%	21%	-3%	3%
> Cc1ccc(N2C(=O)CSC23C(=O)N(CC(=O)NC2CCCCC2)c2ccccc23)cc1 (configuration not stated)
    ?	25%	2%	-23%[59 µM]	-13%	1%	.	2%	4%[57.1 µM]
> CCOC(=O)c1ccc([N+](=O)[O-])cc1NC(C)=O
    -3%	186%[activator]	-23%	-4%	-14%	-4%	-1%	1%	-5%
> CSc1nc(N)nc(SCC(=O)Nc2ccc(Cl)cc2)c1C#N
    ?	-10%	?	5%	-12%	-16%	-4%	-1%	-19%
> Cc1ccc(S(=O)(=O)N(C)c2ccc(C(=O)NCC(c3cccs3)N3CCOCC3)cc2)cc1 (configuration not stated)
    -4%	26%	?	?	-2%	-6%	-8%	-7%	-12%
> O=C1NCCc2c1[nH]c1ccc([N+](=O)[O-])cc21
    -8%	120%[activator]	1%	14%	-12%	2%	0%	-3%	-2%
> NC(=O)CC1Nc2cccc3cccc(c23)NC1=O (configuration not stated)
    3%	?	6.3µM*	6%[59 µM]	?	-24%	5%	2.8µM*	12%
> CC1CCCN(CCCNC(=O)CN2C(=O)CSc3ccc(S(=O)(=O)N4CCOCC4)cc32)C1 (configuration not stated)
    -10%&3%	18%&-9%	1%&12%	9%	-16%&-3%	4%	27%	2%&-3%	-6%[57.1 µM]
> CC(=O)c1ccc(N2CCN(S(=O)(=O)c3ccc4c(c3)CC(=O)N4)CC2)cc1
    -9%	47%[activator]	43%	.	-1%	-21%	2%	-8%	1%
> C=CCNC(=O)c1onc(CSc2cccc(OCC)c2)c1C(=O)O
    -9%	-40%	17%	15%[0.501 µM]	?	-3%	-5%	-2%	-34%
> Cc1cc(/N=C/C=C2\N(C)c3ccccc3C2(C)C)n(CCC#N)n1
    ?	18%	23%	50µM*	-4%	-7%	0%	-1%	?
> O=C(COc1ccc(S(=O)(=O)N2CCCC2)cc1Cl)N1CCN(c2ccccc2)CC1
    0%	23%	-1%	17%[59 µM]	-11%	-6%	-6%	2%	0%
> C=C[C@](C)(O)CCC=C(C)C
    -5%	.	.	.	.	-5%[60.1 µM]	1%	1%	.
> CCc1cccc(C)c1NC(=O)C1CCCN(S(C)(=O)=O)C1 (configuration not stated)
    1%	30%[activator]	30%	.	-7%	0%	-3%	-3%	1%
> CCOC(=O)CCCCCC(=O)Nc1ccc2c(c1)CC(=O)N([C@@H](C)CO)C[C@H](C)[C@@H](CN(C)Cc1ccccc1)O2
    .	16%	.	.	-21%	4%	6%	.	.
> O=C(NC1CC2CCCC(C1)N2C(=S)Nc1ccccc1Cl)C1CC1 (configuration not stated)
    -4%	132%[activator]	0%	-2%	-17%	5%	34%	-3%	-17%
> COc1ccc(/C=C/C(=O)NCC(=O)N/N=C/c2cc(Br)ccc2OC)cc1
    -22%	9%	-8%	22%	-6%	1%	0%	-5%	6%[57.1 µM]
> CCc1nc2sc3c(c2c(=O)o1)CCCC3
    -4%	-6%	-17%	-15%[59 µM]	6%	-18%	-3%	-10%	-13%
> Cc1cccc(C)c1NC(=O)NC1(C(=O)NCC2CCCO2)CCCCC1 (configuration not stated)
    3%	-6%	12%	-1%	8%	-12%	-2%	4%	5%

In a second layout: results already given
smiles: NC(=O)CC1Nc2cccc3cccc(c23)NC1=O (configuration not stated)
  Apoferritin bind: 3%
  Pol iota inh: ?
  Pol beta inh: 6.3µM*
  G9a inh: 6%[59 µM]
  Pol eta inh: ?
  POLK inh: -24%
  APE1 inh: 5%
  BLM inh: 2.8µM*
  BAZ2B block: 12%

smiles: Cc1cccc(N(CC(=O)N2CCOCC2)S(C)(=O)=O)c1C
  Apoferritin bind: 6%
  Pol iota inh: 27%
  Pol beta inh: 3%
  G9a inh: 11%[59 µM]
  Pol eta inh: -16%
  POLK inh: 0%
  APE1 inh: 21%
  BLM inh: -3%
  BAZ2B block: 3%

smiles: CC(=O)c1ccc(N2CCN(S(=O)(=O)c3ccc4c(c3)CC(=O)N4)CC2)cc1
  Apoferritin bind: -9%
  Pol iota inh: 47%[activator]
  Pol beta inh: 43%
  G9a inh: .
  Pol eta inh: -1%
  POLK inh: -21%
  APE1 inh: 2%
  BLM inh: -8%
  BAZ2B block: 1%

More records.
The line under a structure holds: Apoferritin bind	Pol iota inh	Pol beta inh	G9a inh	Pol eta inh	POLK inh	APE1 inh	BLM inh	BAZ2B block
> CCc1ccc(N2C(=O)CN(Cc3ccccc3)C2=S)cc1
    4%	16%	-16%	7%	-5%	3%	48%[activator]	-6%	-13%
> CC(C)CCNC(=O)CN1C(=O)CSc2ccc(S(=O)(=O)N3CCCCC3)cc21
    -6%	4%	37%	-1%[59 µM]	-3%	-9%[60.1 µM]	.	1%	3%
> COc1cccc(NC(=S)NNC(=O)CCn2cc([N+](=O)[O-])cn2)c1
    -3%	62%[activator]	0%	?	-8%	1%	0%	-1%	-12%
> Cc1c(C(=O)OCC(=O)Nc2ccc(S(N)(=O)=O)cc2)oc2c1ccc1ccccc12
    ?	?	?	-33%	-16%	-21%	-5%	-29%	10%
> S=C(Nc1ccccc1)Nc1ccccc1Br
    -8%	16%	1%	-4%	-11%	-10%	0%	-10%	9%
> O=C(COc1ccccc1)Nc1nnc(S(=O)(=O)Nc2ccccc2)s1
    -14%&50%	?	-8%&11%	?	-14%&-25%	-6%&-10%	26%	-5%&-5%	1.4µM*!
> O=C(CCS(=O)(=O)c1cc(Br)cc2c1N(C(=O)C1CC1)CC2)NCc1ccccc1Cl
    2%	1%	21%	10%[59 µM]	-11%	7%	.	0%	-4%
> Cc1ccccc1C1CC(=O)Oc2cc(C)c(Br)c(C)c21 (configuration not stated)
    4%[110 µM]	.	.	30%	.	-13%	0%	1%[75.6 µM]	.
> CC(C)Sc1snnc1-c1ccccc1
    ?	-16%	7%	134%[activator]	4%	-15%	-2%	-3%	83%[activator]
> CC(=O)Nc1nc(C2CC2)cc(-c2ccccc2)c1C#N
    3%	60%[activator]	-26%	-1%	-12%	-1%	4%	-1%	-19%
> Cc1nnc(SCC(=O)NNC(=O)COc2ccc(Cl)cc2)s1
    -8%	182%[activator]	19%	17%	-9%	-12%	19%	-3%	-7%
> COc1ccc(CCNC(=O)CSc2cc(=O)[nH]c(N)n2)cc1OC
    -8%	-6%	6%	-22%	0%	-10%	-1%	-1%	6%

Screening data from PubChem.
